WRN inhibitor = blocks human WRN helicase | WRN helicase unwinding, fluorescent forked duplex, kinetic | Potency, µM (titrated, usually from 114 µM), without a hit: at the highest dose activity change, negative = inhibition, usual class: inhibitors | 0.46% of 360,000 active; note: potency is the fitted concentration of half-maximal effect; % is set by controls: 0 for no effect and ±100 for the full control effect; nearly all actives have a fitted effect of over 55% in size
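Enzyme (20 nM final) and test compound sit together 15 min at room temperature before substrate addition. Substrate is a single-forked duplex oligonucleotide (100 nM) labelled with fluorophore and quencher, with 2 mM ATP; helicase unwinding raises red fluorescence, read kinetically.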
Abeta yeast res = A-beta toxicity reversal in yeast; yeast expressing A-beta42, growth rescue, OD600, 48 h; response scale: 0% DMSO, 100% iron-clioquinol control; Potency, µM (highest dose often 46.1 µM), for inactives: top-dose growth rescue, hits mostly activators; 0.063% of 410,000 active; note: potency is the fitted concentration of half-maximal effect; nearly all actives have a fitted effect of over 55% in size
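Yeast A-beta toxicity model in growth medium with pinned compounds, 48 h at 30 C; growth read as absorbance at 600 nm. Normalized to FeCl3/clioquinol equimolar mix (positive) and DMSO (negative).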
PI5P4Ka inh = blocks human PI5P4K alpha kinase activity; PI5P4Kalpha enzyme, ADP-Glo luminescence, 60 min; hits give low values; max response, %; 1.2% of 330,000 active; active = max response of -50% or lower; inconclusive = between -30% and -50%; inactive = -30% or higher; note: value at the top dose of about 77 µM; % is set by controls: 0 for no effect and ±100 for the full control effect
Target sequence (P48426 whole entry, looked up): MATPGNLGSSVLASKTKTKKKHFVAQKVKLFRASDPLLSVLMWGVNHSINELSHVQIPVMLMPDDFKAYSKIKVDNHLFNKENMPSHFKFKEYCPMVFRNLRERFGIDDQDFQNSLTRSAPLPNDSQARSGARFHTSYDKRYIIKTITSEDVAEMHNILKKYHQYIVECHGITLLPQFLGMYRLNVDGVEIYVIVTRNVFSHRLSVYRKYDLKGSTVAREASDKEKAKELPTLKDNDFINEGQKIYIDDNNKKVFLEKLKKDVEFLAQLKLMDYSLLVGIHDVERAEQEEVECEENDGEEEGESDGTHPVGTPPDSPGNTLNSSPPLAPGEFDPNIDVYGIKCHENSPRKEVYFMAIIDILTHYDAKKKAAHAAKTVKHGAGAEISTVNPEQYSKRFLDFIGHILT
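ADP-Glo luminescence end-point read after a 60 min room-temperature kinase reaction of PI5P4Kalpha plus substrate, initiated with ATP at 5 microM final. Buffer: 0.038 M HEPES pH 7.4, EGTA, 0.1% CHAPS, 5% DMSO.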
IL2 activator = activates IL-2 in a cell-based reporter assay | IL-2 activation reporter assay, cell-based qHTS; stimulated with anti-CD3/CD4/CD28 beads; in transgenic mouse T cells | activation, % (series mostly up to about 46 µM) | 0.065% of 360,000 active | AID 652025; in the data active = activation above about 50%; inconclusive = mostly about 30% to 49%; note: 0% is about no effect
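Quantitative HTS in unstimulated transgenic mouse T cells, with memory T cells as non-tolerant control and PMA/ionomycin as tolerance-bypass control. Compound pretreatment lasted 60 minutes before 18 h bead stimulation; EGFP/DsRed fluorescence read.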
EPAC1 antag = antagonists of human EPAC1; EPAC1 GEF assay, Rap1b-BODIPY-GDP exchange fluorescence; Potency, µM (doses to about 115 µM), inactives show at the top dose activity change, negative = inhibition, usual class: inhibitors; 0.14% of 360,000 active; AID 720709;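 note: potency is the fitted concentration of half-maximal effect; plate controls were vehicle for no effect and positive control for full effect; nearly all actives have a fitted effect of over 50% in size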
PLK1 PBD block = PLK1 (human) polo-box domain binding inhibition. P53350. Plk1 PBD binding of FITC phosphopeptide, fluorescence polarization. Potency, µM, inactives show max response, negative = inhibition, actives largely listed as inhibitors. 2.8% of 360,000 active; note: potency is the fitted concentration of half-maximal effect; series mostly up to about 57 µM; % is set by controls: 0 for no effect and ±100 for the full control effect; nearly all actives have a fitted effect of over 65% in size
Target sequence (P53350 whole entry, looked up, the tested form may be a part): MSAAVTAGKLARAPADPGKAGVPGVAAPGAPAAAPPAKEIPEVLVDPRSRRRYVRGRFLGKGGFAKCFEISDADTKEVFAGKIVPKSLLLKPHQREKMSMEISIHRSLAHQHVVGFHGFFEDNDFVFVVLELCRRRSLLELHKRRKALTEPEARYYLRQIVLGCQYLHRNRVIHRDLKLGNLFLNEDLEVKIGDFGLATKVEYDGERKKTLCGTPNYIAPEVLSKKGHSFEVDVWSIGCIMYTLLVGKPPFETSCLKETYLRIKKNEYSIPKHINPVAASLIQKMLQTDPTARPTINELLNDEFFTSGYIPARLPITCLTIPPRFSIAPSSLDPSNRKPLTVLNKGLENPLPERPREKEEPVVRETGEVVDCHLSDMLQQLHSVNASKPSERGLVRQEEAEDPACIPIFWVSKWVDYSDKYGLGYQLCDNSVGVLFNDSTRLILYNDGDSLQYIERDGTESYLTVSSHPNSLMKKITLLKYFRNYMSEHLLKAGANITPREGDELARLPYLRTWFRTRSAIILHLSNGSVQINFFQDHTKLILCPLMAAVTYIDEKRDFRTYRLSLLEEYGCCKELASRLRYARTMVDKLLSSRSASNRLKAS
EPAC1 ag = EPAC1 (human) agonism | Potency, µM (doses to about 154 µM), without a hit: at the highest dose activation, actives largely listed as activators | 0.073% of 360,000 active | O95398 | AID 720707 | EPAC1 agonist qHTS, biochemical assay; response scale: 100% = response to 6.5 mM cAMP; note: potency is the fitted concentration of half-maximal effect; nearly all actives have a fitted effect of over 60% in size
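EPAC1 100 nM, Rap1B–BODIPY-GDP 250 nM, unlabeled GDP 50 uM; compound titration; 5 min RT; kinetic read ex480/em540 at 5-min intervals ×30 min; data normalized to 6.5 mM cAMP agonist control.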
FUS suppressor = FUS proteinopathy suppression in yeast; 0.24% of 390,000 active; AID 1347120; Potency, µM (series often up to 76.6 µM), for the others: at the highest dose growth rescue (activation), most hits filed as activators; S. cerevisiae FUS-expressing, growth rescue, OD600, 24 h;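 note: potency is the fitted concentration of half-maximal effect; plate controls were DMSO vehicle for no effect and reference control for full effect; nearly all actives have a fitted effect of over 55% in size; some results filed as inactive show a strong effect at the top dose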
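S. cerevisiae expressing FUS from galactose induction served as the toxicity model. Growth after 24hr at 30C, read as absorbance at 600 nm, indicates suppression of toxicity; compounds dosed at several concentrations.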
Starred values were filed as active, the others as inactive; ? = inconclusive; . = no result given; [ ] = remark or other dose. Unless noted, calls come from the whole dose curve; as a rule, active = well fitted curve in the direction sought with a large enough effect; inconclusive = small, poorly fitted or top-dose-only effect, or another doubt; inactive = no such curve, though single readings can be large; an effect the other way counts as inactive or inconclusive.

structure	PI5P4Ka inh	Abeta yeast res	FUS suppressor	EPAC1 antag	EPAC1 ag	WRN inhibitor	IL2 activator	PLK1 PBD block
COc1ccc(C(=O)OCC(=O)c2ccc(C)c(S(=O)(=O)N3CCOCC3)c2)cc1OC	1	-23%	16%	-23%	3%	3%	-0.7	-11%
O=C(O)Cc1ccc(S(=O)(=O)N2CCCC2)s1	-6	9%	.	1%	4%	-26%	-1.0	?
O=c1c(N2CCOCC2)nsn1Cc1ccccc1	-1	11%	6%	4%	5%	3%	1.4	-2%
C[C@H]1CCCCO[C@H](CN(C)C(=O)Nc2ccc(F)cc2)[C@@H](C)CN([C@@H](C)CO)C(=O)c2cc(NC(=O)Nc3ccc4c(c3)OCO4)ccc2O1	2	10%	?	8%	5%	-3%	-2.9	6%
COc1ccc(-c2nn(C)c(=O)c3ccccc23)cc1NC(=O)COc1ccc(C)cc1	0	9%	30%	-18%	1%	-11%	0.2	-6%
COc1ccccc1C1CCCN1Cc1nc(-c2ccc(C)s2)oc1C (stereo unspecified)	1	-7%	32%	8%	5%	-5%	0.1	-6%
O=C1/C(=C/c2ccc(F)cc2)SC(=S)N1NS(=O)(=O)c1ccccc1	-65*	-18%	29%	?	-10%	-2%[11.6 µM]	-3.1	-19%
CCOCc1nc(N)nc(N)c1-c1cccc(Cl)c1	8	-7%	6%	3%	9%	-3%	-0.5	2%
CC(NS(=O)(=O)c1ccc(Cl)cc1)C(=O)NCc1ccco1 (stereo unspecified)	.	-8%	-8%	-8%	10%	-9%[57.1 µM]	-3.6	-9%
Cc1ccc(S(=O)(=O)N2[C@H](CC(=O)OCc3ccccc3)OC[C@@H]2C(C)C)cc1	15	-5%	17%	7%	4%	-4%	-1.2	3%
CN(C(=O)COC(=O)c1cc(NS(=O)(=O)c2cc([N+](=O)[O-])ccc2Cl)ccc1O)C1CCCCC1	1	1%	?	-29%	-1%	-12%	0.0	-5%
COCCNC(=O)COc1cccc(Oc2ccccc2)c1	.	-8%	-3%	2%	10%	-4%[57.1 µM]	-1.8	-14%
COc1ccc(-c2cc(C(F)F)n3ncc(C(=O)N4CCCc5ccccc54)c3n2)cc1	6	0%	-15%	5%	-10%	-6%	-3.1	-4%
CC(C(=O)N1CCN(Cc2ccc3c(c2)OCO3)CC1)c1ccc([N+](=O)[O-])cc1 (stereo unspecified)	2	4%	19%	8%	4%	0%	6.3	-1%
C=CCn1c(Cn2nnc3ccccc32)nnc1SCC(=O)N/N=C/c1cc(Br)cc(OC)c1O	-25	22%	4%	5%	-4%	-8%	-2.9	-2%
O=C(Nc1ccc(CN2CCCCC2)cc1)c1c(F)c(F)c(F)c(F)c1F	0	-17%	22%	-12%	-6%	-7%	-0.3	1%
CCOC(=O)C1CCCN(S(=O)(=O)c2cccc3nsnc23)C1 (stereo unspecified)	5	4%	-2%	-18%	-5%	3%	-0.9	-1%
O=C(c1cccs1)N1CCCC(c2nc3c(nnn3Cc3cccc(Cl)c3)c(=O)[nH]2)C1 (stereo unspecified)	0	1%	?	-5%	2%	-5%	0.6	-11%
O=C(N/N=C/c1ccccc1[N+](=O)[O-])c1ccncc1	-1	6%	6%	-3%	5%	0%	-2.8	4%
CCc1ccc(OCCCCCn2ccnc2)cc1	2	-1%	2%	?	7%	0%	-0.4	1%
Cc1ccc(S(=O)(=O)NNC(=O)c2cnn(-c3ccccc3)c2-n2cccc2)cc1	1	9%	20%	0%	6%	2%	-0.8	-3%
CS(=O)(=O)c1ccc(C(=O)OCc2nnc(-c3ccccc3)o2)cc1[N+](=O)[O-]	-28	-66%[inhibitor]	5%	89µM*	2%	-30%	-4.3	-29%
O=C(/C=C/Nc1ccc(F)cc1F)c1cccs1	-3	-16%	.	0%	-1%	-11%	0.5	0%
Cc1cc(SCc2ccc(F)cc2)nc(=O)[nH]1	?	-5%	-12%	-1%	4%	-7%	-0.7	-10%
Fc1ccccc1N1CCN(C(c2ccnc3ccccc23)c2nnnn2-c2ccc3c(c2)OCCO3)CC1 (stereo unspecified)	-1	-15%	28%	3%	6%	-3%	0.0	3%
Cc1cc(C)cc(Nc2ccc(C(=O)O)cc2N)c1	-7	7%	43%	-4%	-3%	11%	1.6	-6%
CCN(C(=O)CSc1nnc(-c2ccc(OC)cc2)n1C(C)C)C1CCS(=O)(=O)C1 (stereo unspecified)	-3	4%	5%	-12%	-3%	-1%	0.9	3%
O=c1cc(-c2ccc(O)cc2)oc2c1ccc1ccccc12	3	-2%	-12%	1%	-1%	-30%	-0.6	-1%
Cc1ccc(CN2C(=O)CCC2C(=O)NCCCN2CCCCC2C)cc1 (stereo unspecified)	2	2%	-8%	-19%	-2%	3%	0.1	1%
O=C(Cn1ncc2c3ccccc3n(Cc3ccccc3)c2c1=O)NCc1ccco1	6	5%	-7%	12%	4%	-9%	-0.5	1%

Eleven structures out of the list, arranged by molecular weight, highest first:
structure	PI5P4Ka inh	Abeta yeast res	FUS suppressor	EPAC1 antag	EPAC1 ag	WRN inhibitor	IL2 activator	PLK1 PBD block
Fc1ccccc1N1CCN(C(c2ccnc3ccccc23)c2nnnn2-c2ccc3c(c2)OCCO3)CC1 (stereo unspecified)	-1	-15%	28%	3%	6%	-3%	0.0	3%
O=C(c1cccs1)N1CCCC(c2nc3c(nnn3Cc3cccc(Cl)c3)c(=O)[nH]2)C1 (stereo unspecified)	0	1%	?	-5%	2%	-5%	0.6	-11%
CCN(C(=O)CSc1nnc(-c2ccc(OC)cc2)n1C(C)C)C1CCS(=O)(=O)C1 (stereo unspecified)	-3	4%	5%	-12%	-3%	-1%	0.9	3%
O=C(Cn1ncc2c3ccccc3n(Cc3ccccc3)c2c1=O)NCc1ccco1	6	5%	-7%	12%	4%	-9%	-0.5	1%
CS(=O)(=O)c1ccc(C(=O)OCc2nnc(-c3ccccc3)o2)cc1[N+](=O)[O-]	-28	-66%[inhibitor]	5%	89µM*	2%	-30%	-4.3	-29%
CCOC(=O)C1CCCN(S(=O)(=O)c2cccc3nsnc23)C1 (stereo unspecified)	5	4%	-2%	-18%	-5%	3%	-0.9	-1%
O=c1cc(-c2ccc(O)cc2)oc2c1ccc1ccccc12	3	-2%	-12%	1%	-1%	-30%	-0.6	-1%
O=C(/C=C/Nc1ccc(F)cc1F)c1cccs1	-3	-16%	.	0%	-1%	-11%	0.5	0%
CCc1ccc(OCCCCCn2ccnc2)cc1	2	-1%	2%	?	7%	0%	-0.4	1%
Cc1cc(C)cc(Nc2ccc(C(=O)O)cc2N)c1	-7	7%	43%	-4%	-3%	11%	1.6	-6%
Cc1cc(SCc2ccc(F)cc2)nc(=O)[nH]1	?	-5%	-12%	-1%	4%	-7%	-0.7	-10%

Carrying on:
structure	PI5P4Ka inh	Abeta yeast res	FUS suppressor	EPAC1 antag	EPAC1 ag	WRN inhibitor	IL2 activator	PLK1 PBD block
O=C(CSc1nnc(-c2ccncc2)n1Cc1ccccc1)NC1CCCc2ccccc21 (stereo unspecified)	-7	0%	.	-12%	-2%	10%	0.7	-3%
Cc1cccc(C(=O)N2CCc3ccccc3C2)c1[N+](=O)[O-]	-5	7%	3%	-3%	0%	6%	-2.6	-1%
Cc1cc(C)nc(SCCn2c(N3CC(C)OC(C)C3)nc3c2c(=O)n(C)c(=O)n3C)n1 (stereo unspecified)	0	-12%	3%	1%	-3%	-11%	-2.1	9%
CCOC(=O)c1cc(-c2sc(NC(=O)c3ccccc3)nc2C)n(-c2ccc(Br)cc2)n1	6	4%	7%	-17%	3%	-4%	2.6	-7%
COC(=O)c1nn(C23CC4CC(CC(C4)C2)C3)c2c1C(=O)N(c1ccc(Br)cc1)C2=O	-8	-5%	2%	6%	6%	8%	-0.3	-15%
COc1cc(/C=N\NC(=O)c2ccc(Cl)cc2)ccc1Oc1ccc([N+](=O)[O-])cn1	2	-2%	4%	1%	13%	-28%	-0.8	-3%
Cc1cc(C)cc(NC(=O)C2CCCN(c3nc(C)cc(C)n3)C2)c1 (stereo unspecified)	.	-10%	7%	-1%	0%	7%	-1.3	-1%
Cc1cc(C)cc(NC(=O)CSc2nncn2-c2ccccn2)c1	-7	10%	8%	7%	14%	-15%	-0.6	-14%
COc1ccc(CN(C)C(=O)c2ccncc2)c(OC)c1	-3	-3%	-15%	1%	-7%	8%	-1.1	3%
CCOC(=O)C1=C(C)NC2=C(C(=O)CC(C)(C)C2)C1c1ccc(O)c(OCC)c1 (stereo unspecified)	5	-2%	6%	10%	0%	-4%	-2.1	-3%
COc1ccc(C)cc1NC(=O)c1cc(C2CC2)nc2c1c(C)nn2C1CCS(=O)(=O)C1 (stereo unspecified)	-1	-2%	.	5%	6%	10%	-1.1	3%
CN1/C(=C/c2cccc[n+]2C)Sc2ccccc21	0	-22%	-27%	1%	5%	-1%[11.6 µM]	-1.7	-7%
Cc1ccc(C)c(N=Cc2cc3c(cc2[N+](=O)[O-])OCO3)c1	-19	-4%	11%	-12%	-3%	-4%	3.5	-22%
CCn1c(=O)n(CC)c2cc(N3CCCC3)c(NC(=O)c3cccc(OC)c3)cc21	-1	.	10%	-12%	4%	-4%	2.3	-4%
COc1cccc(OCCNC(=O)c2ccccc2Sc2ccccc2C#N)c1	-6	9%	.	-9%	-2%	1%	-4.2	7%
CC(=O)Nc1cccc(C(=O)NC2CCCc3c2cnn3-c2ccccc2F)c1 (stereo unspecified)	0	5%	-6%	2%	-4%	-6%	-0.9	-14%
Cc1cc(C)cc(N2CCCn3c2nc2c3c(=O)[nH]c(=O)n2C)c1	1	-15%	-19%	-16%	7%	5%	-0.1	-10%
NC(=O)NCc1ccc(F)cc1	-4	2%	-15%	9%	12%	-1%	-0.2	?
Cc1ccc([N+](=O)[O-])cc1N=Nc1c(-c2ccc([N+](=O)[O-])cc2)[nH]n(C(N)=S)c1=O	?	2%	-18%	2%	9%	-2%	-0.7	?

Screens deposited in PubChem by National Center for Advancing Translational Sciences (NCATS).
